OPRM1-OPRD1 ag = agonists of human mu-delta opioid receptor heterodimerization. P35372+P41143. cells, OPRM1-OPRD1 heterodimerization, luminescence. activation, % at 9.3 µM. actives 0.3% (n = 340,000). AID 504326; in the data active = activation above about 18%;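 note: 0% = vehicle-treated cells and 100% = reference agonist; values of inactives mirror those of a sister screen read the other way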
Cardiac RTF inh = cardiac RTF calcium desensitization; IANBD-labeled cardiac RTF, Ca2+ fluorescence; inhibition, % at 7.15 µM; actives 0.12% (n = 340,000); AID 493244;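 active = inhibition above the mean inhibition of all tested compounds plus 3 SD, cut at about 17% in these data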;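 note: assay run at fixed EC70 calcium of 1.6 mM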
HTR5A inv ctr = HTR5A inverse agonism, opioid heterodimer counter-screen | HTR5A cell line, luminescence | inhibition, % at 9.3 µM | actives 0.083% (n = 340,000); in the data active = inhibition mostly above about 23%, no sharp cut-off; inactive = mostly below about 18%;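 note: 0% = cells with DMSO and 100% = no-cell wells with DMSO; some compounds called inactive have numbers as strong as hits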
Target sequence (P47898 whole entry, looked up): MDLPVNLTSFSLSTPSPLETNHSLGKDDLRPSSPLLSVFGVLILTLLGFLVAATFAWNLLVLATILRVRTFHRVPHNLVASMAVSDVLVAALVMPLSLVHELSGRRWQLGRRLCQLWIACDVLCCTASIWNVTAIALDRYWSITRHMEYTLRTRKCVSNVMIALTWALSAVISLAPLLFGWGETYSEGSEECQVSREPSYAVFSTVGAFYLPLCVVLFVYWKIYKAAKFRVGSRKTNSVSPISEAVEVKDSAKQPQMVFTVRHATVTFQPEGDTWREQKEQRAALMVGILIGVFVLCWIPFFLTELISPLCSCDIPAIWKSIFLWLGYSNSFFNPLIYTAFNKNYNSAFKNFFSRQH
Keap1-Nrf2 PPI = disrupts human Keap1 binding to Nrf2 peptide. inhibition, % at 9.4 µM. actives 0.15% (n = 340,000). AID 504523. Keap1 Kelch-Nrf2 peptide fluorescence polarization, 1536-well; in the data active = inhibition above about 12%;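 note: human Keap1 Kelch domain with fluorescein labeled Nrf2 9mer peptide probe; 0% = neutral control wells and 100% = peptide positive control; higher means more block of Keap1 binding to Nrf2 peptide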
Target sequence (Q14145 whole entry, looked up, the tested form may be a part): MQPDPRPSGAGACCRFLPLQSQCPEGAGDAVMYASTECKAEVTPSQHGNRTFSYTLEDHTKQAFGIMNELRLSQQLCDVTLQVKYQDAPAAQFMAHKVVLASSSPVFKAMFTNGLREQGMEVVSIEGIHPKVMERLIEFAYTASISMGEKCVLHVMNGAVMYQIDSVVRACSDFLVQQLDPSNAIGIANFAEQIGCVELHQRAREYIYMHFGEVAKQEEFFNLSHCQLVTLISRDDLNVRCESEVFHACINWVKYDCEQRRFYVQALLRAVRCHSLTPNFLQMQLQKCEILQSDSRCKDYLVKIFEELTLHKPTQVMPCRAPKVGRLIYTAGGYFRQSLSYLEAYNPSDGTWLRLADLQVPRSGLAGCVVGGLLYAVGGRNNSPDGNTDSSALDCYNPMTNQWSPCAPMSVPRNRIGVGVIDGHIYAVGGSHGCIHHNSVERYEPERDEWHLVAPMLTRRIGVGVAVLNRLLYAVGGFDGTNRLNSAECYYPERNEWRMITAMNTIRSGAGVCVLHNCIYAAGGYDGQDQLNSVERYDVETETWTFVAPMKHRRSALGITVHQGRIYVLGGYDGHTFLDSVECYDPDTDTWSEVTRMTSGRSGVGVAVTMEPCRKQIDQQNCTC
C-LANA FP = inhibitors of KSHV LANA C-terminal domain DNA binding | MBP-C-LANA/FAM-LBS DNA binding, fluorescence polarization | inhibition, % at 9 µM | actives 0.078% (n = 340,000) | AID 504423;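 active = highest replicate inhibition at or above 60% at 9 µM, even if other replicates fall short; inactive = all replicates below 60% inhibition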;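 note: 0% = neutral control wells and 100% = 4 µM acridine orange control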
CAL PDZ FP = CAL PDZ (human) peptide binding inhibition; Q9HD26; purified CAL PDZ, TMR-peptide fluorescence polarization, 1 h; inhibition, % at 24.9 µM; actives 0.92% (n = 300,000); AID 602252;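 active = mean inhibition of at least 30% with at least half of replicates also reaching 30%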;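 note: 0% = DMSO neutral control and 100% = excess unlabeled competitor peptide PRC23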
V-ATPase pHluor = regulators of yeast V-ATPase proton transport. response, % at 10 µM. actives 0.37% (n = 350,000). S. cerevisiae, pHLuorin cytosolic pH fluorescence. AID 504577; in the data active = response mostly above about 7.3%, no sharp cut-off; inactive = mostly below about 5.4%; note: actives read high; inactives centre near 0; some compounds called inactive have numbers as strong as hits; reference of the scale not given here
OPRM1-OPRD1 inv = mu-delta opioid heterodimer inverse agonism; inhibition, % at 9.3 µM; P35372+P41143; cell-based MOR-DOR heterodimer luminescence; actives 0.21% (n = 340,000); in the data active = inhibition above about 22%, passing the limit was not always enough;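 note: 0% = cells with DMSO and 100% = wells without cells with DMSO; values of inactives mirror those of a sister screen read the other way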
RTF Ca sens act = cardiac RTF calcium sensitization. activation, % at 7.2 µM. IANBD-labeled TnC RTF fluorescence at EC20 calcium; 0% EC20 calcium, 100% full calcium. P19429+P45379. AID 493008. actives 0.24% (n = 340,000);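 active = activation above the mean over all tested compounds plus 3 SD, cut at about 30% in these data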;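 note: rise in fluorescence read as greater calcium sensitivity of cardiac thin filaments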
HTR5A ag ctr = counter-screen for OPRM1-OPRD1 agonists: human HTR5A agonism; activation, % at 9.3 µM; actives 0.61% (n = 340,000); HTR5A agonist assay, luminescence, cell-based; in the data active = activation mostly above about 9.5%, no sharp cut-off; inactive = mostly below about 7.6%;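 note: 0% = cells with vehicle only and 100% = reference agonist; strong numbers were not always called active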
Active calls of the source: *. Rows were taken by chance; about 2.8% have a hit in one of these screens.

Screening Oc1ccccc1-c1nc2ccccc2nc1-c1ccccc1 returned OPRM1-OPRD1 ag 1.2, Cardiac RTF inh 2, HTR5A inv ctr -19, Keap1-Nrf2 PPI -2, C-LANA FP -7.1, CAL PDZ FP -5, V-ATPase pHluor -5, OPRM1-OPRD1 inv -6, RTF Ca sens act -5 and HTR5A ag ctr 7.
`Cc1ccc(C2=N/C(=C\c3cccs3)C(=O)N2Nc2ccccc2)cc1` gave OPRM1-OPRD1 ag 1.1, Cardiac RTF inh -6, HTR5A inv ctr 3, Keap1-Nrf2 PPI -5, C-LANA FP 2.1, CAL PDZ FP 12, V-ATPase pHluor -2, OPRM1-OPRD1 inv -6, RTF Ca sens act 2 and HTR5A ag ctr -1.
Screening CN(C)S(=O)(=O)c1cccc(NC(=O)COC(=O)/C=C/c2ccc(Br)o2)c1 returned OPRM1-OPRD1 ag -2.5, Cardiac RTF inh -5, HTR5A inv ctr 10, Keap1-Nrf2 PPI -1, C-LANA FP 1.8, CAL PDZ FP -5, V-ATPase pHluor -1, OPRM1-OPRD1 inv 13, RTF Ca sens act -6 and HTR5A ag ctr -2.
For Cc1ccc(C2CC(=O)Nc3sc(C(N)=O)c(N)c32)cc1 (stereo not drawn) the results were OPRM1-OPRD1 ag -2.2, Cardiac RTF inh -8, HTR5A inv ctr 15, Keap1-Nrf2 PPI -3, C-LANA FP -0.9, V-ATPase pHluor 5, OPRM1-OPRD1 inv 12, RTF Ca sens act 2 and HTR5A ag ctr 3.
For C=CC[C@H](CC(=O)N(CCO)Cc1ccccc1)C(=O)N[C@@H](COC(=O)[C@@H](CC=C)CC(=O)OC(C)(C)C)Cc1c[nH]c2ccccc12 the results were OPRM1-OPRD1 ag 5.4, Cardiac RTF inh -16, HTR5A inv ctr -19, Keap1-Nrf2 PPI -8, C-LANA FP -0.9, CAL PDZ FP -3, V-ATPase pHluor 0, OPRM1-OPRD1 inv -31, RTF Ca sens act 2 and HTR5A ag ctr 6.
CC(=O)c1cc(NC(=O)c2ccccc2)c(=O)oc1/C=C/N(C)C was read as OPRM1-OPRD1 ag -3.5, Cardiac RTF inh -33, HTR5A inv ctr -16, Keap1-Nrf2 PPI -49, C-LANA FP -7.5, CAL PDZ FP -4, V-ATPase pHluor -1, OPRM1-OPRD1 inv 16, RTF Ca sens act 23 and HTR5A ag ctr -2.
`c1cc(-c2nsc(-c3ccncc3)n2)ccn1` gave OPRM1-OPRD1 ag -2.3, Cardiac RTF inh -2, HTR5A inv ctr 0, Keap1-Nrf2 PPI 0, C-LANA FP -2.0, CAL PDZ FP -5, V-ATPase pHluor 5, OPRM1-OPRD1 inv 12, RTF Ca sens act -3 and HTR5A ag ctr -5.
Screening CCOC(=O)N1CCN(C(=S)NC(=O)c2c(-c3c(Cl)cccc3Cl)noc2C)CC1 returned OPRM1-OPRD1 ag -1.9, Cardiac RTF inh 12, HTR5A inv ctr 10, Keap1-Nrf2 PPI -5, C-LANA FP 0.9, CAL PDZ FP -16, V-ATPase pHluor -1, OPRM1-OPRD1 inv 12, RTF Ca sens act -4 and HTR5A ag ctr -1.
CCOc1ccc(NC(=O)CN(C)C(=O)c2c(-c3ccccc3Cl)noc2C)cc1OCC was read as OPRM1-OPRD1 ag -1.1, Cardiac RTF inh -13, HTR5A inv ctr 0, Keap1-Nrf2 PPI 2, C-LANA FP -0.6, V-ATPase pHluor 4, OPRM1-OPRD1 inv 6, RTF Ca sens act 2 and HTR5A ag ctr 0.
`O=c1c2ccccc2nc(SCCN2CCCCC2)n1CCc1ccccc1` gave OPRM1-OPRD1 ag 2.5, Cardiac RTF inh 0, HTR5A inv ctr 22, Keap1-Nrf2 PPI -6, C-LANA FP -1.2, CAL PDZ FP -2, V-ATPase pHluor 0, OPRM1-OPRD1 inv -13, RTF Ca sens act -1 and HTR5A ag ctr 0.
`O=[n+]1c2c(n([O-])c3cc(F)c(F)cc31)CCCC2` gave OPRM1-OPRD1 ag 3.8, Cardiac RTF inh -6, HTR5A inv ctr 0, Keap1-Nrf2 PPI 4, C-LANA FP 5.2, CAL PDZ FP 1, V-ATPase pHluor 0, OPRM1-OPRD1 inv -23, RTF Ca sens act -4 and HTR5A ag ctr 3.
Screening CCCc1cc(C(=O)Nc2cc(Br)ccc2O)no1 returned OPRM1-OPRD1 ag 5.6, Cardiac RTF inh -1, HTR5A inv ctr -38, Keap1-Nrf2 PPI -3, C-LANA FP 3.2, V-ATPase pHluor -4, OPRM1-OPRD1 inv -31, RTF Ca sens act -5 and HTR5A ag ctr 2.
For COc1ccc(CCNC(=O)C2CCN(C(=O)c3ccc(C(C)(C)C)cc3)CC2)cc1OC the results were OPRM1-OPRD1 ag -3.2, Cardiac RTF inh -6, HTR5A inv ctr -11, Keap1-Nrf2 PPI 1, C-LANA FP 1.4, V-ATPase pHluor 3, OPRM1-OPRD1 inv 16, RTF Ca sens act -3 and HTR5A ag ctr 1.
`CS(=O)(=O)N1CCc2cc(C(=O)Nc3ccc(COCC(F)(F)F)cc3)ccc21` gave OPRM1-OPRD1 ag -1.0, Cardiac RTF inh -8, HTR5A inv ctr -9, Keap1-Nrf2 PPI 3, C-LANA FP -0.1, CAL PDZ FP -3, V-ATPase pHluor 2, OPRM1-OPRD1 inv 5, RTF Ca sens act -3 and HTR5A ag ctr -5.
`CCC1CCc2c(sc(N)c2C(N)=O)C1` (stereo not drawn) gave OPRM1-OPRD1 ag 1.8, Cardiac RTF inh 0, HTR5A inv ctr -11, Keap1-Nrf2 PPI 0, C-LANA FP -0.6, CAL PDZ FP 0, V-ATPase pHluor 1, OPRM1-OPRD1 inv -10, RTF Ca sens act -2 and HTR5A ag ctr 2.
For CCCCn1c(N)c(N(CCC(C)C)C(=O)CCCc2nc3ccccc3s2)c(=O)[nH]c1=O the results were OPRM1-OPRD1 ag -0.7, Cardiac RTF inh -6, HTR5A inv ctr 11, Keap1-Nrf2 PPI -5, C-LANA FP 0.5, CAL PDZ FP 0, V-ATPase pHluor -3, OPRM1-OPRD1 inv 5, RTF Ca sens act 0 and HTR5A ag ctr -2.
CN(C)Cc1c(C(=O)N/N=C/c2ccccc2OCc2c(F)cccc2Cl)nnn1-c1nonc1N was read as OPRM1-OPRD1 ag 1.3, Cardiac RTF inh 1, HTR5A inv ctr -14, Keap1-Nrf2 PPI -4, C-LANA FP 0.0, CAL PDZ FP -4, V-ATPase pHluor 7, OPRM1-OPRD1 inv -11, RTF Ca sens act -2 and HTR5A ag ctr 5.
Screening Nc1nc2sc3c(c2cc1C(=O)NCC(=O)O)CCCC3 returned OPRM1-OPRD1 ag -2.2, Cardiac RTF inh -2, HTR5A inv ctr -25, Keap1-Nrf2 PPI -7, C-LANA FP 2.1, CAL PDZ FP 16, V-ATPase pHluor 2, OPRM1-OPRD1 inv 13, RTF Ca sens act 4 and HTR5A ag ctr 6.
For COc1ccc(CC(=O)Nc2c(C(=O)N3CCN(c4ccccc4)CC3)oc3ccccc23)cc1OC the results were OPRM1-OPRD1 ag -1.4, Cardiac RTF inh 2, HTR5A inv ctr 11, Keap1-Nrf2 PPI 0, C-LANA FP -0.1, CAL PDZ FP 2, V-ATPase pHluor 0, OPRM1-OPRD1 inv 7, RTF Ca sens act -3 and HTR5A ag ctr 3.
`CCCn1c(N2CCN(CC(=O)c3c[nH]c4ccccc34)CC2)nc2c1c(=O)[nH]c(=O)n2C` gave OPRM1-OPRD1 ag 5.3, Cardiac RTF inh 2, HTR5A inv ctr 10, Keap1-Nrf2 PPI -7, C-LANA FP -0.9, CAL PDZ FP -2, V-ATPase pHluor 0, OPRM1-OPRD1 inv -31, RTF Ca sens act 16 and HTR5A ag ctr 3.
Screening Cc1ccc(S(=O)(=O)N2CCN(C)CC2)cc1-c1nnc2c3ccccc3c(C)nn12 returned OPRM1-OPRD1 ag -0.8, Cardiac RTF inh 4, HTR5A inv ctr 0, Keap1-Nrf2 PPI -1, C-LANA FP 0.2, CAL PDZ FP -4, V-ATPase pHluor 2, OPRM1-OPRD1 inv 5, RTF Ca sens act 13 and HTR5A ag ctr 3.
COc1ccc(CNCCNC(=O)c2cccs2)c(OC)c1OC was read as OPRM1-OPRD1 ag -1.2, Cardiac RTF inh -15, HTR5A inv ctr 14, Keap1-Nrf2 PPI 1, C-LANA FP -0.5, CAL PDZ FP 7, V-ATPase pHluor 1, OPRM1-OPRD1 inv 7, RTF Ca sens act 2 and HTR5A ag ctr -5.
Screening CCc1ccc(C2c3[nH]c4ccccc4c3CCN2C(=O)c2cc[n+]([O-])cc2)cc1 (stereo not drawn) returned OPRM1-OPRD1 ag -2.9, Cardiac RTF inh -8, HTR5A inv ctr 10, Keap1-Nrf2 PPI -4, C-LANA FP 0.0, CAL PDZ FP 2, V-ATPase pHluor 2, OPRM1-OPRD1 inv 15, RTF Ca sens act -6 and HTR5A ag ctr 0.
COCCN(CCOC)S(=O)(=O)c1ccc(C(=O)Nc2nnc(C)o2)cc1 was read as OPRM1-OPRD1 ag -2.3, Cardiac RTF inh 0, HTR5A inv ctr -18, Keap1-Nrf2 PPI -5, C-LANA FP -1.4, CAL PDZ FP -5, V-ATPase pHluor -2, OPRM1-OPRD1 inv 14, RTF Ca sens act 10 and HTR5A ag ctr -2.
Screening O=C(CSc1ccccn1)Nc1ccc2c(c1)C(=O)c1ccccc1C2=O returned OPRM1-OPRD1 ag 6.5, Cardiac RTF inh -1, HTR5A inv ctr 0, Keap1-Nrf2 PPI -2, C-LANA FP -0.3, CAL PDZ FP -1, V-ATPase pHluor 2, OPRM1-OPRD1 inv -33, RTF Ca sens act -3 and HTR5A ag ctr 0.
For Cc1ccc(S(=O)(=O)NCCCCCC(=O)NCCc2ccccc2)cc1 the results were OPRM1-OPRD1 ag 0.0, Cardiac RTF inh -3, HTR5A inv ctr 9, Keap1-Nrf2 PPI -4, C-LANA FP -6.9, V-ATPase pHluor 0, OPRM1-OPRD1 inv 0, RTF Ca sens act 0 and HTR5A ag ctr -2.
For O=C(CCC(=O)c1cccs1)OCC(=O)N1CCN(S(=O)(=O)c2ccccc2)CC1 the results were OPRM1-OPRD1 ag -1.4, Cardiac RTF inh -2, HTR5A inv ctr -25, Keap1-Nrf2 PPI 1, C-LANA FP -0.5, CAL PDZ FP -4, V-ATPase pHluor 1, OPRM1-OPRD1 inv 8, RTF Ca sens act 12 and HTR5A ag ctr 2.
For O=C(CSC1=NCCN1)C1COc2ccccc2O1 (stereo not drawn) the results were OPRM1-OPRD1 ag -1.7, Cardiac RTF inh 1, HTR5A inv ctr -21, Keap1-Nrf2 PPI -3, C-LANA FP -1.0, CAL PDZ FP -7, V-ATPase pHluor -1, OPRM1-OPRD1 inv 9, RTF Ca sens act -6 and HTR5A ag ctr 2.
`COC(=O)c1cc(C(=O)N2CCN(c3ncccn3)CC2)cc([N+](=O)[O-])c1` gave OPRM1-OPRD1 ag 0.4, Cardiac RTF inh -18, HTR5A inv ctr -17, Keap1-Nrf2 PPI 0, C-LANA FP -0.4, CAL PDZ FP -4, V-ATPase pHluor -1, OPRM1-OPRD1 inv -4, RTF Ca sens act -6 and HTR5A ag ctr 1.
`COc1ccc(OC)c(NC(=O)C2CC(=O)N(c3ccc(Br)cc3)C2)c1` (stereo not drawn) gave OPRM1-OPRD1 ag 0.8, Cardiac RTF inh -6, HTR5A inv ctr -15, Keap1-Nrf2 PPI -4, C-LANA FP -0.4, CAL PDZ FP -4, V-ATPase pHluor 0, OPRM1-OPRD1 inv -5, RTF Ca sens act 1 and HTR5A ag ctr 5.

Screening results (PubChem)
